Source: PubChem
MCL1-BIM inh: inhibitors of human MCL1 binding to BIM-BH3 peptide | Q07820 | GST-MCL1 / FITC-Bim-BH3 fluorescence polarization | inhibition, % at 10.9 µM | actives 0.68% (n = 320,000) | AID 2057;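 active = inhibition above the mean inhibition of all tested compounds plus 3 SD, set per campaign, cut at about 40% in these data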;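 note: 0% = DMSO wells and 100% = unlabeled Bim-BH3 peptide control; higher means more loss of mP so more displacement of Bim peptide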
CIT2 TOR yeast: yeast TOR pathway CIT2-GFP modulation; S. cerevisiae CIT2-GFP strain, flow cytometry, 3 h; 100 means same as DMSO wells; GFP response vs DMSO, % at 10 µM; actives 0.065% (n = 320,000);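 active = GFP response relative to DMSO above a set limit, near the screen mean plus 3 SD, cut at about 150% in these data; inconclusive = Fewer than 70 cells measured for a yeast strain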;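 note: ratio of well median GFP fluorescence to mean of DMSO wells on the plate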
GRK2 inh: inhibitors of human GRK2 displacing RNA aptamer; P25098; bead flow cytometry, FAM-aptamer displacement from GRK2; inhibition of aptamer binding, % at 10 µM; actives 0.59% (n = 330,000);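 active = inhibition of aptamer binding above 40%, roughly 3 SD of noise, on plates passing a quality check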;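 note: median bead fluorescence of bound FAM aptamer so fluorescent compounds give negative values; no value below 0 was filed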
AGP1-GFP MLPCN: yeast TOR pathway AGP1-GFP modulation; S. cerevisiae AGP1-GFP multiplex flow cytometry, 3 h; GFP as percent of DMSO wells; actives 0.02% (n = 320,000); AID 2066; GFP response vs DMSO, % at 10 µM;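 active = GFP response relative to DMSO above a set limit, near screen average plus 3 SD, cut at about 150% in these data; inconclusive = fewer than 70 cells counted for the yeast strain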;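 note: median GFP channel fluorescence of the gated AGP1 strain per well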
Fam108B counter: blocks mouse Fam108B hydrolase in RBBP9 counter-screen | recombinant Fam108B, FP-Rh probe fluorescence polarization | inhibition, % at 9.51 µM | actives 0.33% (n = 300,000);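 active = inhibition above the screen mean inhibition plus 3 SD, computed separately per campaign, cut at about 18% in these data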;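 note: inhibitors lower polarization as less probe binds the enzyme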
VLA-4 inh: inhibition in a human VLA-4 binding assay; P13612; VLA-4 expressing cells, ligand binding flow cytometry; inhibition, % (about 7 µM as worked out from the volumes in the protocol); actives 0.2% (n = 330,000); AID 2557; in the data active = inhibition above about 50%
BCLXL inh: inhibitors of human Bcl-xL; GST-Bcl-xL / FITC-Bim BH3 peptide fluorescence polarization; actives 0.7% (n = 320,000); inhibition, % at 10.9 µM;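 active = inhibition above the mean of all tested compounds plus 3 SD, cutoff set per campaign, cut at about 30% in these data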;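 note: 0% = DMSO wells and 100% = unlabeled Bim-BH3 peptide competitor; inhibitors lower millipolarization by displacing the labeled peptide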
Target sequence (Q07817 whole entry, looked up): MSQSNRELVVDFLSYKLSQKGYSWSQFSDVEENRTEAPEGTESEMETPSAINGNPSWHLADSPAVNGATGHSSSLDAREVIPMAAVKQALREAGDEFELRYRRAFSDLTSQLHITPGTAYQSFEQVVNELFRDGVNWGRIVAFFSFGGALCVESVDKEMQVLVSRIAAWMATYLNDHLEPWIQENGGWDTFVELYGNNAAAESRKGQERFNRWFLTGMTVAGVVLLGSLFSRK
GLD-1 RNA inh: GLD-1-TGE RNA interaction inhibition (C. elegans). Q17339. purified GLD-1 + fluorescein TGE RNA, fluorescence polarization. inhibition, % at 5.96 µM. actives 0.44% (n = 320,000). AID 2280;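 active = percent inhibition above a per-plate cutoff, the plate mean of test compounds plus 3 SD, cut at about 30% in these data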;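 note: 0% = DMSO wells with GLD-1 and probe and 100% = wells lacking GLD-1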
Target sequence (Q17339 whole entry, looked up): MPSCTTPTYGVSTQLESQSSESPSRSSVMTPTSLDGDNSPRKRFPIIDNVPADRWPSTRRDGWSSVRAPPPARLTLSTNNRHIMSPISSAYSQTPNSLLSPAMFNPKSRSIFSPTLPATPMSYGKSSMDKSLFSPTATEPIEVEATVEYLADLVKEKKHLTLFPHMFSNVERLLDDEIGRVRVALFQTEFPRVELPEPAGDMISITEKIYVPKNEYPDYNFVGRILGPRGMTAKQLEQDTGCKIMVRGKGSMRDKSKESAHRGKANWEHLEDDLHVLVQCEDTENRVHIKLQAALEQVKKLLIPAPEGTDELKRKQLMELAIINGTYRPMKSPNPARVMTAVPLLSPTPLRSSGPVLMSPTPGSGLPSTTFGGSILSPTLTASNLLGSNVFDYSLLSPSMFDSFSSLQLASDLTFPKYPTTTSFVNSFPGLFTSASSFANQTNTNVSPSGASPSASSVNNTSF
MEX-5 binding: C. elegans MEX-5 TCR-2 RNA binding activity; MEX-5/FITC-TCR2 RNA binding, fluorescence polarization; stronger effect = lower value; actives 0.38% (n = 300,000); Q9XUB2; activity score (negative = inhibition of binding), % at 10 µM; AID 1832;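 active = inhibition past about -25% in most replicates, and total fluorescence under double the plate's negative control median, limit read from the data; inconclusive = replicates evenly split on the limit, or fluorescence at least double controls; inactive = too little inhibition in most replicates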;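 note: 0% = DMSO and -100% = 5 µM competing unlabeled TCR2 RNA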
The depositor's hits bear a star; i = inactive; ? = inconclusive; · = not tested or not shown; [ ] = dose if it differs, or a comment.

SMILES	MCL1-BIM inh	CIT2 TOR yeast	GRK2 inh	AGP1-GFP MLPCN	Fam108B counter	VLA-4 inh	BCLXL inh	GLD-1 RNA inh	MEX-5 binding
CS(=O)(=O)N(CC(=O)NCc1ccncc1)c1ccc(F)c(Cl)c1	-2	101	0	105	-1	8	-1	-3	0.7
COc1cc(C2C(C#N)=C(N)N(Nc3ccccc3)C3=C2C(=O)CC(C)(C)C3)ccc1OCc1ccccc1 (stereo unspecified)	10	109	4	99	-5	-7	5	-8	1.9
O=[N+]([O-])c1ccc(-c2nnc(CNC3CCCC3)o2)cc1	-1	94	0	103	6	30	-5	-4	-1.0
CCOc1ccc(CCNc2nc3c(c(=O)n(C)c(=O)n3C)n2CC)cc1OCC	0	97	0	101	-1	-4	6	-3	0.0
COc1cccc(C(=O)NC(C)c2ccc(Br)cc2)c1 (stereo unspecified)	5	92	0	103	-5	9	3	3	0.8
CCN(CC)C(=O)Cn1nc(-c2ccc(Cl)cc2)c2ccccc2c1=O	-1	101	0	102	0	-3	1	-9	-1.6
N#CC1=C2SCN(Cc3ccccc3)CN2C(=O)CC1c1ccccc1F (stereo unspecified)	-2	124	0	102	-3	7	-4	-1	-1.2
O=C(COC(=O)c1nc(Cl)ccc1Cl)Nc1ccc2[nH]c(=O)[nH]c2c1	-2	96	4	102	-2	0	-2	-4	0.1
CCN1CCN(C(=O)C2CCN(c3nnc(C)c4c(C)n(-c5ccc(C)cc5)nc34)CC2)CC1	-7	156*	0	97	-6	5	-2	-7	1.8
CC(NC(=O)COC(=O)CNC(=O)c1ccccc1Cl)C1CC2CCC1C2 (stereo unspecified)	-8	100	2	104	·	14	1	9	·
C=CCOc1ccc(/C(O)=C2\C(=O)C(=O)N(CCN(C)C)C2c2cccs2)cc1 (stereo unspecified)	7	97	1	106	-1	7	5	-1	0.0
CC(OC(=O)c1nc(Cl)ccc1Cl)C(=O)c1ccccc1 (stereo unspecified)	-5	84	0	118	-5	-3	-2	7	-7.8
Cc1c(N=Cc2ccccn2)c(=O)n(-c2ccccc2)n1C	8	89[may fluoresce red]	0	88[may fluoresce red]	-6	8	3	5	-2.8
N#C/C(=C\c1ccc(N2CCCC2)c([N+](=O)[O-])c1)c1nc2ccccc2[nH]1	10	102	1	105	5	-15	11	-17	0.5
CCN(CC(=O)N1CCCCCC1)S(=O)(=O)c1ccc(Cl)cc1	-1	102	0	109	-1	18	0	-1	0.2
O=C(CCN1CCCCC1)Nc1ccccc1	-5	90	0	98	3	1	3	9	0.7
Cc1cc(C)cc(N(CC(=O)Nc2ccccc2C(=O)N2CCOCC2)S(C)(=O)=O)c1	6	107	0	104	-5	-1	0	4	·
O=S(=O)(c1ccc(NC(=S)NCc2ccco2)cc1)N1CCCCC1	3	99	0	107	-5	6	2	9	·
CCCn1c(=O)c2c(c3ccccc31)OC(C)C(=O)N2 (stereo unspecified)	4	95	1	99	2	2	-3	0	-2.7
COc1ccc(C(CNC(=O)CNS(=O)(=O)c2ccc(NC(C)=O)cc2)N2CCOCC2)cc1 (stereo unspecified)	-1	100	5	103	-1	i	-2	2	-1.1
O=C(O)Cn1cccc1C(=O)c1ccccc1	5	100	3	108	0	-2	9	1	-0.6
CC(=O)Nc1nnc(SCC(=O)N2C(C)CCCC2C)s1 (stereo unspecified)	-2	106	0	110	-1	3	3	2	1.1
Cc1cc(-c2nc3ccccc3c(=O)o2)ccc1[N+](=O)[O-]	-6	109	0	92	-2	1	-1	7	1.5
CC(=O)c1ccc(OC(=O)/C=C/c2ccccc2)cc1	-4	91	1	108	-1	6	-4	-10	-4.2
CCOP(=O)(OCC)/C(=N/OC(=O)c1ccccc1C)C(N)=O	14	105	19	101	3	35	4	4	0.1
Cc1ccccc1NC(=S)NC12CN3CN(CN(C3)C1)C2	14	92	3	98	-2	4	1	4	-0.4
COc1ccc(OCCC(=O)OCC(=O)NCCc2ccccc2)cc1	-3	100	1	95	1	1	1	0	-0.4
COc1ccc(CN2C(=NC(=O)C3CCCO3)SC3CS(=O)(=O)CC32)cc1OC (stereo unspecified)	5	110	2	95	0	-12	1	2	1.1
CN(C)S(=O)(=O)n1cnc2ccccc21	-2	92	3	103	-4	11	4	-1	-0.8
COc1ccccc1NC(=O)c1ccc(NC(=O)c2ccco2)cc1	-7	92	0	89	-5	-4	-5	-3	0.5
Cc1ccc(S(=O)(=O)N2CCC(C(=O)NCCc3ccc(S(N)(=O)=O)cc3)CC2)cc1	-1	102	2	·	0	10	1	8	2.1
O=C(NCCN1CCCCC1)Nc1ccccc1F	9	105	0	101	11	-7	6	-3	2.4
CCOC(=O)N1CCN(C(=O)C2CCN(S(=O)(=O)N3CCCC3)CC2)CC1	-2	97	1	103	0	5	2	-2	-2.4
Cc1nc(NC(=O)CSc2nc3ccccc3s2)sc1C(=O)N(C)C	3	108	0	109	1	21	1	5	-1.0
O=C(COc1ccc2ccccc2c1)N[C@@H](C(=O)O)c1ccc(O)cc1	6	93	10	96	-4	1	5	-6	-1.1
C=CCNCCOCCSc1ccc(Cl)cc1	4	122	0	100	4	17	-2	-8	0.1
Cc1cc2nc(N3C(=O)CNC3=S)sc2cc1C	-7	89	75*	96	-3	-11	-4	2	-6.6
O=C(CSc1nccn1Cc1ccccc1)NCc1ccccc1	-2	67	1	75	1	0	0	2	0.0
NC(=O)C1CCN(C(=O)/C(=C/c2ccco2)NC(=O)c2ccccc2)CC1	20	?	3	72[may fluoresce violet]	-2	-4	9	17	-1.1
Cc1ccc(CNS(=O)(=O)c2ccc3c(c2)n(C)c(=O)c(=O)n3C)cc1	-3	96	0	102	0	6	1	2	0.3
CCN1CCN(C(=O)CS(=O)Cc2nc(-c3ccc(OC)cc3)oc2C)CC1 (stereo unspecified)	0	84	3	90	-1	3	0	6	1.9
COc1ccc(S(=O)(=O)N(CCC(N)=O)Cc2ccco2)cc1OC	-2	105	3	104	-3	-3	-1	1	0.5
CCc1c(C)nc(N)nc1OCC(F)(F)C(F)F	-3	102	1	102	4	13	4	1	1.8
C=CCOc1ccc(CNn2cn[nH]c2=S)cc1OC	-18	102	4	106	-1	-4	-3	-6	-0.4
Cc1ccc2[nH]c3c(c2c1)CCCC3NC(=O)CCl (stereo unspecified)	9	119	3	61	1	10	14	4	-0.8
Cc1cc(=O)oc2cc(Oc3ccc([N+](=O)[O-])cc3C(F)(F)F)ccc12	7	94	0	96	0	12	4	-1	-2.6
O=C(NCc1cccs1)Nc1cccs1	12	115	2	·	4	2	3	5	-0.4
COc1ccc2c(c1)c(=O)oc1cc(OCC(=O)N3CCc4ccccc4C3)ccc12	9	81	17	80	-9	0	2	0	-2.0
O=C(Nc1ccccc1)c1ccc(NC2CCCCC2)c(S(=O)(=O)N2CCOCC2)c1	3	101	1	105	-20	-11	1	3	-0.3
O=C(Nc1ccc2c(c1)nc1n2CCN(Cc2ccccc2)C1)c1cccs1	6	112	0	104	-2	0	17	8	1.5
CCOC(=O)C1(Cc2ccc(Cl)cc2)CCN(C(=O)c2cscn2)CC1	3	106	0	104	-4	12	6	4	1.1
COC(=O)c1ccc2c(=O)n(CCN3CCOCC3)c(SCC(=O)NCc3ccccc3)nc2c1	9	103	5	108	2	-5	6	0	0.5
CCOC(=O)c1cnc2ccc(OCC)cc2c1NCc1ccccc1OC	4	94	0	106	-5	8	1	4	-2.0
COc1ccc(CCNC(=O)c2ccc(Cl)c(S(=O)(=O)N3CCCC3)c2)cc1	1	99	0	104	·	-2	-3	4	·
NS(=O)(=O)c1ccc(CNS(=O)(=O)c2ccc3c(c2)OCCO3)cc1	6	102	0	97	1	-2	3	-6	-0.3
COc1ccc(/C=N/Nc2nonc2N)cc1OC	2	107	0	102	-4	-12	0	4	-2.2
CCOC(=O)CC(=O)Nc1ccccc1C(=O)O	-1	103	0	100	-3	3	9	3	2.1
CCOc1cccc(/C(O)=C2/C(=O)C(=O)N(CCOC)C2c2ccncc2)c1 (stereo unspecified)	-1	103	0	98	1	14	1	3	-4.8
CCc1nnc(NC(=O)C2Cc3ccccc3CN2S(=O)(=O)c2c(C)c(C)cc(C)c2C)s1 (stereo unspecified)	0	86	0	93	-9	3	-3	-1	2.5
Cc1ccc(-c2csc3nc[nH]c(=O)c23)cc1	15	108	3	104	-2	1	6	6	0.2
CN(CCc1ccccn1)C(=O)Nc1ccc(Cl)cc1	3	97	2	96	2	6	-4	2	2.4
Cc1cccc(NC(=O)Nc2ccc(C)c(C)c2)n1	-4	?	1	83[may fluoresce violet]	-7	8	-1	-6	2.3
CC(=O)Nc1ccc(NC(=O)CCc2nc3sc4c(c3c(=O)[nH]2)CCCC4)cc1	8	104	0	108	0	8	-5	-6	-0.6

Structural class: the entries above with two or more sulfur atoms (9)
SMILES	MCL1-BIM inh	CIT2 TOR yeast	GRK2 inh	AGP1-GFP MLPCN	Fam108B counter	VLA-4 inh	BCLXL inh	GLD-1 RNA inh	MEX-5 binding
O=S(=O)(c1ccc(NC(=S)NCc2ccco2)cc1)N1CCCCC1	3	99	0	107	-5	6	2	9	·
CC(=O)Nc1nnc(SCC(=O)N2C(C)CCCC2C)s1 (stereo unspecified)	-2	106	0	110	-1	3	3	2	1.1
COc1ccc(CN2C(=NC(=O)C3CCCO3)SC3CS(=O)(=O)CC32)cc1OC (stereo unspecified)	5	110	2	95	0	-12	1	2	1.1
Cc1ccc(S(=O)(=O)N2CCC(C(=O)NCCc3ccc(S(N)(=O)=O)cc3)CC2)cc1	-1	102	2	·	0	10	1	8	2.1
Cc1nc(NC(=O)CSc2nc3ccccc3s2)sc1C(=O)N(C)C	3	108	0	109	1	21	1	5	-1.0
Cc1cc2nc(N3C(=O)CNC3=S)sc2cc1C	-7	89	75*	96	-3	-11	-4	2	-6.6
O=C(NCc1cccs1)Nc1cccs1	12	115	2	·	4	2	3	5	-0.4
NS(=O)(=O)c1ccc(CNS(=O)(=O)c2ccc3c(c2)OCCO3)cc1	6	102	0	97	1	-2	3	-6	-0.3
CCc1nnc(NC(=O)C2Cc3ccccc3CN2S(=O)(=O)c2c(C)c(C)cc(C)c2C)s1 (stereo unspecified)	0	86	0	93	-9	3	-3	-1	2.5
